# ERAP1 HTS inh: human ERAP1 aminopeptidase inhibitors, primary screen, biochemical, single point, plate reader; Endoplasmic reticulum aminopeptidase 1 (Homo sapiens), Q9NZ08; recombinant ERAP1, Leu-AMC fluorescence, 60 min; inhibition, % at 10.7 µM; 340,000 compounds, 0.15% hits; AID 652197, 2013;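 active means mean replicate inhibition of at least 30%, or all replicates individually reaching that 30% level; inactive means mean below 30% and not every replicate reaching it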;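 further: 0% = neutral control wells and 100% = L-leucinethiol positive control wells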
# Target sequence (Q9NZ08 whole entry, looked up): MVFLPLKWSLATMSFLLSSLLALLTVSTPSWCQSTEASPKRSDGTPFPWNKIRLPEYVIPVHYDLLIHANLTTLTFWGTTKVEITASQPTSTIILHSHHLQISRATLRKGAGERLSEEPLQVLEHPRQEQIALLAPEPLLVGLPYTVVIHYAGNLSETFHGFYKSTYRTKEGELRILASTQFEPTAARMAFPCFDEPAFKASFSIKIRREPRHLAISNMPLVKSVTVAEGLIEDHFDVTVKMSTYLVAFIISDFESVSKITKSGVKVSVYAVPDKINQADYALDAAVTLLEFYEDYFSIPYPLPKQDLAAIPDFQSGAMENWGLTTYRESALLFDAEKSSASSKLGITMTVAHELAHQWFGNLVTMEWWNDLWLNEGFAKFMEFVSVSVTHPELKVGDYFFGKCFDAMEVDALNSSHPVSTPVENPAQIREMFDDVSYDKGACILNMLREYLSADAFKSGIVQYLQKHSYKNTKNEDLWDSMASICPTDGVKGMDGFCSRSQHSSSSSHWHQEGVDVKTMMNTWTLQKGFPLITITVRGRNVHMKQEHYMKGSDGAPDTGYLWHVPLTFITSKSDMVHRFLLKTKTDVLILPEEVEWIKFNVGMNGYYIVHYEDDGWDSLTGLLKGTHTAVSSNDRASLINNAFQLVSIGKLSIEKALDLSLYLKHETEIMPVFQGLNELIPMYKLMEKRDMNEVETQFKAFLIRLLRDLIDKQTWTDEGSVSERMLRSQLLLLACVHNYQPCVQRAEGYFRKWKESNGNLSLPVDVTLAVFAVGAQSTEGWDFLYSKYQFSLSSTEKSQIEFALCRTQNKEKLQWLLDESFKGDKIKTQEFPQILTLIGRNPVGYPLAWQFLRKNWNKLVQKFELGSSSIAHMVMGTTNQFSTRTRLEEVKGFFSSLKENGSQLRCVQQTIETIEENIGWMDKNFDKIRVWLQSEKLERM
# SIRT5 inh: SIRT5 desuccinylase inhibitors, primary screen, biochemical, fluorescence imaging, single point, set 5. 330,000 compounds, 1.1% hits. inhibition, % at 15 µM. Purified SirT5, succinyl-peptide AMC, trypsin-coupled fluorescence; in the data active means inhibition above about 15%
# LGR2 inh: inhibitors of bursicon-induced LGR2 CRE-luciferase signal, primary screen, cell-based, HEK293, CRE-luciferase reporter, bursicon stimulation; inhibition, % at 9.99 µM; 380,000 compounds, 0.35% hits; Drosophila bursicon receptor LGR2 (rickets); bursicon-stimulated, 4 h;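 active means drop in luminescence signal, shown as inhibition above about 50% in the replicate tests, limit read from the data, passing the limit was not always enough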;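 further: agonist challenge used bursicon conditioned medium at about half maximal strength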
# S100A4 inh HTS: inhibitors of S100A4-myosin IIA peptide binding, primary screen, biochemical, fluorescence polarization, TAMRA-MyoIIA peptide; 360,000 compounds, 0.14% hits; inhibition, % at 10.7 µM; AID 652163, 2013; Protein S100-A4 (Homo sapiens), P26447;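 active means mean inhibition of at least 70% across replicates, with every replicate also reaching that level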
# Target sequence (P26447 whole entry, looked up): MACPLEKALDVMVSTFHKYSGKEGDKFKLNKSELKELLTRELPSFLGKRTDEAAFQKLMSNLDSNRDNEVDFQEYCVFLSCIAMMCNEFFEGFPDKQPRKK
#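 Test system – S100A4 monomer (human) · Compound – single-point compound testing · Schedule – 5 min incubation before reading · Probe or stimulus – TAMRA-labelled myosin IIA heavy-chain peptide probe, 5 nM · Benchmarks – neutral control DMSO, positive control TFP · Medium – Calcium-containing HEPES buffer, pH 7.2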
# PGC1a acetyl inh: inhibitors of PGC1a acetylation signal, primary screen, cell-based, U2OS, AlphaScreen, inhibitor mode | AID 651687, 2012 | 350,000 compounds, 0.17% hits | AlphaScreen anti-acetyl-lysine; with virally co-expressed GCN5 acetyltransferase | inhibition, % at 15.6 µM;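 active means every replicate shows inhibition of at least 40%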;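 further: 0% = neutral control wells and 100% = positive control wells; some results beyond the cut were filed as inactive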
# Cneo AK release: Cryptococcus neoformans cell lysis inducers, primary screen, AK release luminescence, single concentration. C. neoformans lysis, adenylate kinase release luminescence, 4 h; normalised: neutral wells 0, clomiphene wells 100. lysis activity, % at 15 µM. 360,000 compounds, 0.2% hits;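 active means mean lysis activity across replicates of at least 80%, whatever share of replicates individually reach that level; inactive means mean lysis activity below 80%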
#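 read-out = cell lysis signal | test system = log-phase Cryptococcus neoformans yeast cells | input = cells at 5 × 10^6 per mL | medium = fresh YPD growth medium | signal = luminescent adenylate kinase detection reagent | timing = 4 h at 37 °C static, read 1 h later | dosing = single dose | controls = Clomiphene as positive lysis control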
# XiGFP reactiv: activators of inactive X chromosome reactivation, primary screen, imaging, XiGFP fibroblasts, GFP high-content imaging, set 2; XiGFP mouse fibroblasts, % GFP-positive cells imaging, 3 d; cells co-treated with 5-aza-dC sensitizer; scaled so ellipticine positive control = 100%; activation, % at 7.58 µM; 360,000 compounds, 0.055% hits; AID 743238, 2013;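 active means mean normalized replicate activation at least 10% and every replicate at or above 10%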;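 further: 0% = median of on-plate neutral control wells and 100% = ellipticine 6 µM median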
#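 System: SV40-immortalized XiGFP fibroblast cells, line 68-5-11 / Incubation: 3-day compound exposure, then 15 min fixation at room temperature / Compound: single concentration per compound, delivered by pin transfer / Buffer or medium: DMEM plus 5-aza-dC sensitizer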
# C2C12 statin: suppressors of statin myotoxicity in C2C12 myotubes, primary screen, cell-based, single point, plate reader | C2C12 myotubes + simvastatin, ATP luminescence, 48 h; scaled: DMSO 0, geranylgeraniol control 100 | rescue of ATP level, % at 7.49 µM | 330,000 compounds, 0.78% hits | AID 602340, 2012;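 active means mean ATP rescue above about 67%, or every replicate alone reaching that limit, limit read from the data, passing the limit was not always enough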;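 further: myotubes were challenged with 10 µM simvastatin during compound exposure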
# The depositor's hits bear a star; . = not tested or not shown. Not all compounds are listed. The share of hits here may be higher or lower than overall.
# The line under a structure holds: ERAP1 HTS inh, SIRT5 inh, LGR2 inh, S100A4 inh HTS, PGC1a acetyl inh, Cneo AK release, XiGFP reactiv, C2C12 statin
- C[C@H](NC(=O)C[C@@H]1C=C[C@@H](NC(=O)c2cccnc2)[C@H](CO)O1)c1ccccc1
  5, 0, 9, -97, 10, -4, 0.6, 11
- O=C(C1CC1)N1CC2(C1)[C@H](c1ccccc1)[C@@H](CO)N2C(=O)CC1CC1
  3, 0, -3, -2, 1, ., 0.2, .
- O=C(NCc1cccs1)Nc1cccc(Cl)c1
  ., ., -48, ., 5, 1, ., -13
- COc1ccc(CC(=O)NC2CCCCCC2)c(OC)c1
  1, -5, 7, -22, ., 1, 0.0, -2
- O=C(O)CSc1nc2ccccc2n1-c1ccccc1
  2, 2, 6, -2, 2, ., 0.0, .
- Cc1ccc(S(=O)(=O)Nc2ccc3c(c2)C(=O)N([C@H](C)CO)C[C@H](C)[C@H](CN(C)Cc2ccc4c(c2)OCO4)OCCCC[C@@H](C)O3)cc1
  -10, 9, 5, 15, ., -2, -0.4, 46
- O=C(O)c1csc(N/N=C/c2ccc(Br)cc2)n1
  0, 0, 1, 0, -5, ., 0.2, .
- CCCCCCCCCCOC(=O)c1csc2nnsc12
  2, -1, 11, -2, 8, 2, ., 3
- O=C(NCC1CCCO1)c1cc(S(=O)(=O)Nc2ccc(Br)cc2)ccc1Cl (configuration not stated)
  2, -6, ., -2, ., ., -0.1, .
- CCOc1cc2c(cc1OCC)CN(C(=O)c1cccc(S(=O)(=O)N3CCCC3)c1)CC2
  -2, -2, -8, 0, -10, 6, 0.0, 23
- CC(C)(C)OC(=O)N1CC(O)CC1C(=O)OCC(=O)c1ccc(Cl)cc1 (configuration not stated)
  ., ., -7, -6, -10, -7, ., 2
- CC(C)Cn1c(N)c(C(=O)COC(=O)c2ccc(O)cc2)c(=O)n(C)c1=O
  -1, 0, 14, -6, ., ., 0.1, .
- CC(=O)c1sc(NC(=O)CCS(=O)(=O)c2ccc(Cl)cc2)nc1C
  -2, 3, -6, 7, ., ., 0.0, .
- Cc1ccn2c(Nc3ccc4c(c3)OCO4)c(-c3ccc(O)cc3)nc2c1
  -5, -2, 0, -3, -21, ., 0.2, 0
- O=C(CCN1C(=O)C2CC=CCC2C1=O)Nc1nccs1 (configuration not stated)
  -2, -2, 9, -4, -2, 0, 0.4, .
- Cc1n[nH]c(C)c1CN(C)C(=O)C1CCC(=O)N(CC2CCCCC2)C1 (configuration not stated)
  -1, -12, 13, -2, 2, -3, 0.0, 8
- CCCNC(=O)Nc1ccc2c(c1)C(=O)N(C)C[C@@H](OC)[C@H](C)CN(C(=O)C1CCC1)[C@H](C)CO2
  -1, 0, -5, 6, ., -3, 0.1, 6
- O=C(C[C@H]1CC[C@H]2[C@@H](COC[C@@H](O)CN2S(=O)(=O)c2cccc(Cl)c2)O1)NCc1ccncn1
  -2, 4, 11, 3, -4, -1, 0.0, -2
- CCC(Oc1cc(Cl)ccc1Cl)C(=O)N1CCCN(C)CC1 (configuration not stated)
  -4, -3, 7, -5, 5, 0, 0.0, 9
- C[C@H](O)C#Cc1ccc2c(c1)O[C@H](CN(C)Cc1ccncc1)[C@@H](C)CN([C@@H](C)CO)S2(=O)=O
  -1, 2, -12, 5, -2, -1, -0.2, -11

# The listing continues.
# The line under a structure holds: ERAP1 HTS inh, SIRT5 inh, LGR2 inh, S100A4 inh HTS, PGC1a acetyl inh, Cneo AK release, XiGFP reactiv, C2C12 statin
- Cc1noc(C)c1NC(=O)N(C)C[C@H]1Oc2c(NC(=O)c3cnccn3)cccc2C(=O)N([C@@H](C)CO)C[C@H]1C
  1, 1, 33, -4, 10, -3, -0.2, -20
- CCOc1ncccc1C(=O)N1CCN(c2ccc(C(F)(F)F)cn2)CC1
  1, 0, 12, 0, -5, ., 0.0, .
- O=[N+]([O-])c1ccc(C(O)CNC(=S)Nc2ccccc2)cc1 (configuration not stated)
  0, 1, -4, -1, ., ., 0.1, .
- COc1ccc(CN2CCN(C(C)C(=O)N(C)Cc3cccc(F)c3)CC2)cc1OC (configuration not stated)
  -3, 0, 5, -20, 2, 5, 0.0, -5
- COc1ccc(NC(=O)C2CCCN2C(=O)NC2CCCCC2)c(OC)c1 (configuration not stated)
  -2, -2, 1, 6, ., -1, 0.0, 4
- Cc1cccc(NC(=O)/C(C#N)=C/c2ccc(F)cc2)n1
  0, -2, 14, 2, -7, 0, 0.0, 1
- Cn1nc(C(=O)Oc2cc(=O)n(C)c3ccccc23)c2ccccc2c1=O
  2, 0, 40, 1, 0, ., 0.1, .
- CS(=O)(=O)N1CCCCC1c1cc(C(=O)Nc2ccc3c(c2)OCO3)no1 (configuration not stated)
  -2, ., -55, 0, 0, 0, 0.0, 2
- O=C(c1cccnc1)N1CC(=O)N2[C@H](CO)[C@H](c3ccc(C#CCC4CCCC4)cc3)[C@@H]2C1
  -3, 1, 0, 1, -19, ., 0.2, .
- CCOC(=O)c1c(C)[nH]c(C)c1S(=O)(=O)N(C)CC(=O)Nc1ccc(C)cn1
  0, -4, -9, -8, -3, 2, 0.1, 14
- CC1CCC2(CC1)NC(=O)N(CC(=O)Nc1cccc(S(=O)(=O)N3CCCC3)c1)C2=O (configuration not stated)
  2, 4, ., -3, 6, 2, -0.1, 4
- COCCC(=O)Nc1ccc2c(c1)CN(C(=O)CCSC)CC2
  0, 11, 12, 8, -6, 1, 0.0, -1
- CCCOc1ccc(NC(=O)CC2C(=O)N(c3ccc(OCC)cc3)C(=S)N2C2CC2)cc1 (configuration not stated)
  3, 4, -4, -8, -8, -2, 0.1, .
- Cc1ccc(C)c(Nc2cc(C)nc3ccccc23)c1
  1, 1, 11, 2, -14, -1, 0.4, .
- COc1ccc(-c2nc(N=Nc3ccc(O)cc3)n[nH]2)cc1
  3, 7, -8, 2, 2, -5, 0.1, 42
- C=CCOc1c(Cl)cc(CNn2cn[nH]c2=S)cc1OC
  2, 1, 11, -3, ., ., 0.0, .
- O=C(NNC(=O)c1ccc(Br)o1)c1csc(N2CCOCC2)n1
  -1, 0, -5, 3, 30, -1, 0.1, -10
- COc1cccc(NC(=O)N(C)C[C@H]2Oc3cc(-c4ccccc4OC)ccc3S(=O)(=O)N([C@H](C)CO)C[C@H]2C)c1
  -2, 3, 15, 2, -1, -5, 0.2, -5
- COc1ccc(NC(=O)c2cc(-c3cccs3)on2)c(OC)c1
  -5, 2, 1, -6, -5, 0, 0.4, -5
- C/C=C/c1ccc2c(c1)O[C@@H](CN(C)CC1CCOCC1)[C@H](C)CN([C@H](C)CO)S2(=O)=O
  ., ., -24, ., -23, ., 0.2, -37

# Full records from above.
# Profile of COCCC(=O)Nc1ccc2c(c1)CN(C(=O)CCSC)CC2 → ERAP1 HTS inh = 0; SIRT5 inh = 11; LGR2 inh = 12; S100A4 inh HTS = 8; PGC1a acetyl inh = -6; Cneo AK release = 1; XiGFP reactiv = 0.0; C2C12 statin = -1
# Profile of CCOC(=O)c1c(C)[nH]c(C)c1S(=O)(=O)N(C)CC(=O)Nc1ccc(C)cn1 → ERAP1 HTS inh = 0; SIRT5 inh = -4; LGR2 inh = -9; S100A4 inh HTS = -8; PGC1a acetyl inh = -3; Cneo AK release = 2; XiGFP reactiv = 0.1; C2C12 statin = 14

# (list continues)
# The line under a structure holds: ERAP1 HTS inh, SIRT5 inh, LGR2 inh, S100A4 inh HTS, PGC1a acetyl inh, Cneo AK release, XiGFP reactiv, C2C12 statin
- COc1ccc(-n2c(COc3ccc(C)cc3)nnc2SCC(=O)O)cc1
  9, -2, -12, 4, -17, -1, 0.1, -6
- COc1ccccc1-c1ccc2c(c1)O[C@H](CN(C)C(=O)c1ccncc1)[C@H](C)CN([C@@H](C)CO)S2(=O)=O
  -2, -8, -7, 18, 5, -2, -0.2, -22
- O=C(COC(=O)CNC(=O)C1CCCCC1)Nc1ccc(Br)cc1Br
  -3, 0, 11, 2, ., 13, 0.0, 14
- C/C(=N\NC(=O)Cn1cnc2ccccc21)c1cccs1
  0, -1, -20, -15, 2, ., 0.0, .
- Cc1ccc(C(C(=O)NC2CCCC2)N2CCCCC2)cc1 (configuration not stated)
  5, -2, -3, -6, -15, 3, 0.2, -12
- Cc1nn(-c2nnc(NC3CCCCC3)nn2)c(C)c1Br
  ., ., 2, ., -9, -2, -0.3, .
- CC(C)NC(=O)N[C@@H]1CC[C@H](CCNC(=O)C2CC2)O[C@@H]1CO
  0, 11, 3, 1, -3, 0, 0.0, -2
- CNCC(O)c1ccc(OC(=O)C(C)(C)C)c(OC(=O)C(C)(C)C)c1 (configuration not stated)
  -3, -5, -12, 1, 10, 1, 0.1, 2
- COc1ccc(CNC(=O)C[C@H]2CC[C@H]3[C@@H](COc4ccc(NC(=O)C5CC5)cc4C(=O)N3C)O2)cc1
  0, -1, -21, -2, -2, 91*, 0.4, -4
- CCN1CCN(C(=O)/C=C/c2ccc3c(c2)OCO3)CC1
  2, 9, 4, 0, -4, -22, 0.0, -2
- C[C@@H]1CN([C@H](C)CO)C(=O)c2cc(NC(=O)c3ccncc3)ccc2O[C@@H](C)CCCCO[C@@H]1CN(C)Cc1ccc(C(=O)O)cc1
  2, -2, -1, 3, -7, 0, -0.1, .
- O=C(CC1COc2ccccc2O1)NCCc1ccccc1 (configuration not stated)
  ., ., -3, ., -4, 0, ., 6
- CCOC(=O)Cc1cnc(NC(=O)CSc2nc(C)cc(C)n2)s1
  -4, -3, ., -4, ., ., 0.0, .
- COc1ccc(OC)c(C(C(=O)NC2CCCCC2)N(C(=O)c2snc(C(N)=O)c2N)c2ccccc2OC)c1 (configuration not stated)
  2, 5, 1, 6, ., 6, 0.0, 2
- COc1ccccc1N(CC(=O)NCCc1ccccc1)C(=O)CCC(=O)Nc1nccs1
  6, ., 8, -1, ., -2, 0.0, -3
- COCc1cn(CC[C@H]2CC[C@@H](NC(=O)Nc3ccc(C(F)(F)F)cc3)[C@H](CO)O2)nn1
  2, 1, 7, 6, 3, 5, -0.1, -14
- Cc1ccc(NC(=O)CCNC(=O)c2ccccc2)cc1F
  3, 0, -6, 3, 10, 9, 0.0, 4
- NC(=O)c1c(NC(=O)C2COc3ccccc3O2)sc2c1CCN(Cc1ccccc1)C2 (configuration not stated)
  -2, 1, 2, 1, -11, -1, 6.6, -15
- COc1ccc(NC(=O)c2sccc2C)cn1
  -3, -1, 10, -33, -5, -2, 0.0, -5
- C[C@@H]1CN([C@@H](C)CO)C(=O)c2cccc(NC(=O)NC3CCCCC3)c2O[C@@H]1CN(C)Cc1ccccc1
  0, 3, -2, -23, 8, -2, 0.1, -10
- CCCn1c2ccccc2c2cnn(CC(=O)NC3CCC(C)CC3)c(=O)c21 (configuration not stated)
  -1, 0, -2, -4, 10, 5, 0.0, 26
- Cn1cc(/C=C2\SC(=S)N(NC(=O)c3ccccc3Cl)C2=O)c2ccccc21
  3, -8, -22, 24, ., ., 0.2, .
- CCC(C)NC(=O)c1ccc2c(c1)S(=O)(=O)c1ccccc1C2=O (configuration not stated)
  1, 0, 5, 22, ., 1, 0.3, .
